human PMI inhibitors: human PMI inhibitors, high substrate, primary screen, biochemical, fluorescence intensity, high mannose 6-phosphate (AID 1220) | Mannose-6-phosphate isomerase (Homo sapiens) | recombinant PMI enzyme, coupled fluorescence intensity; higher % means a stronger effect | one-dose inhibition, % at 20 µM; IC50 in µM for titrated hits | actives 0.66% (n = 190,000)
TNAP activation fold: human TNAP enzyme activators, primary screen, biochemical, luminescent, no phosphate acceptor, uHTS (AID 1001); purified TNAP, luminescent activation assay, no phosphate acceptor; higher activation fold means a stronger effect; activation fold at 20 µM, or EC50 in µM where a hit was titrated; actives 0.03% (n = 200,000); in the data active = activation fold from about 3, or a potency from the dose series; inactive = the rest, 99 in 100 with activation fold below about 1.6; also: many of its hits are not listed in these tables
Ins promoter up: insulin promoter activators in MIN6 cells, imaging, high-content screening, mouse beta cells; z-score at 5 µM; AID 1625, 2009; actives 0.3% (n = 190,000); MIN6 insulin promoter-GFP reporter; stronger effect = higher value;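 active = z-score above 3 at 5 µM with at least 500 cells counted in the well; inconclusive = wells under 500 cells, flagged as cytotoxic or low count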
RSV CPE inhibition: RSV antiviral activity via CPE protection, HEp-2 cells, primary 10 µM value included (AID 2391). one-dose CPE inhibition, % at 10 µM; IC50 in µM for titrated hits. actives 0.13% (n = 310,000). HEp-2 cells, RSV-induced CPE inhibition; higher % means a stronger effect; in the data active = a potency from the dose series; inconclusive = CPE inhibition mostly from about 23% at the one dose, without a potency; inactive = the rest, 99 in 100 with CPE inhibition below about 21%; also: strong numbers were not always called active
SV40 large T antigen: SV40 large T antigen inhibitors, biochemical (AID 1903); actives 0.39% (n = 310,000); SV40 large T antigen ATPase/helicase inhibition assay; higher % means a stronger effect; inhibition, % at 20 µM; hits with a dose series show IC50 in µM; in the data active = a potency from the dose series; inconclusive = inhibition mostly from about 32% at the one dose, without a potency; inactive = the rest, 99 in 100 with inhibition below about 32%; also: strong numbers were not always called active
human PMI inhibition: inhibitors of human PMI, primary screen, biochemical, fluorescence intensity, coupled assay (AID 1209); Mannose-6-phosphate isomerase (Homo sapiens); purified PMI enzyme, coupled fluorescence intensity; higher % means a stronger effect; inhibition, % at 20 µM, or IC50 in µM where a hit was titrated; actives 0.42% (n = 190,000);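 also: plate controls were DMSO vehicle for no effect and wells lacking substrate for full effect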
PhoP inhibition: inhibitors of PhoP regulon expression, primary screen, Salmonella Typhimurium, GFP reporter (AID 1863); S. Typhimurium PhoP-regulated promoter GFP reporter, 4 h; higher % means a stronger effect; inhibition, % at 50 µM, or IC50 in µM where a hit was titrated; actives 0.16% (n = 300,000);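 active = inhibition over 29.93%, a cutoff 3 SD above the screen mean, later confirmed by dose response; inconclusive = inhibition over 29.93% but no dose response follow-up; inactive = inhibition at most 29.93% or unconfirmed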;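 also: 0% = low Mg2+ inducing control and 100% = high Mg2+ repressing control; strong numbers were not always called active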
CSM14.1 death rescue: rescue of cells from ER stress-induced death, primary screen, 384-well, CSM14.1, thapsigargin, ATP luminescence (AID 1222). CSM14.1 thapsigargin-induced death rescue, ATP luminescence; higher % means a stronger effect. 190,000 tested, under 10 active. one-dose cellular ATP content (survival), % at 20 µM; EC50 in µM for titrated hits;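 active = EC50 below 50 µM in the dose-response confirmation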;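 also: death triggered by thapsigargin at about 15 µM added after 2 h compound pretreatment; cell ATP read after overnight thapsigargin exposure of roughly 18 to 22 hours; normalized against plate controls of thapsigargin alone and 5% DMSO vehicle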
West Nile antiviral: West Nile virus antiviral activity, cell-based, CPE readout (AID 1621); West Nile virus-infected cells, CPE inhibition; higher % means a stronger effect; CPE inhibition, % at 10 µM, or IC50 in µM where a hit was titrated; actives 0.02% (n = 290,000); in the data active = a potency from the dose series; inconclusive = CPE inhibition mostly from about 3.7% at the one dose, without a potency; inactive = the rest, 99 in 100 with CPE inhibition below about 2.2%; also: strong numbers were not always called active
Ins promoter up cell count: recorded beside Ins promoter up, whose call it bears; cell count; measured here: cytotoxicity, nuclei count;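 total cells summed across four imaged fields per well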
An asterisk follows results filed as active; ? = inconclusive; / = no result given. Rule as the data show it, unless noted: active = inhibition above about 50%; inactive = the rest.

Values run as follows: human PMI inhibitors	TNAP activation fold	Ins promoter up	Ins promoter up cell count	RSV CPE inhibition	SV40 large T antigen	human PMI inhibition	PhoP inhibition	CSM14.1 death rescue	West Nile antiviral
1) O=C(Nc1nnc(C2=COCCO2)o1)c1cccc([N+](=O)[O-])c1
  /	/	/	/	0.6%	6%	/	0%	/	-0.1%
2) Cn1cnnc1SCC(=O)Nc1ccccc1C(=O)NC1CCCC1
  -1%	1.1	0.23	1159	1.0%	7%	-7%	-1%	3.5%	1.2%
3) COc1ccc(NC(=O)c2ccc(CNc3c(NC4CCCCC4)c(=O)c3=O)cc2)cc1OC
  34%	1.3	0.48	816	3.4%	4%	9%	1%	0.5%	0.0%
4) CN(C)C1=NCC(CSC(=N)N)S1 (centres undefined)
  -8%	0.9	/	/	5.5%	22%	-8%	-2%	-0.2%	-0.6%
5) CCOc1ccc(-c2noc(COC)n2)cc1OC
  4%	1.1	0.21	1232	2.7%	-6%	2%	-4%	/	0.4%
6) CC(c1ccccc1C(O)(c1ccccc1)c1ccccc1)N(C)C (centres undefined)
  -11%	1.1	-1.5	1411	2.4%	21%	5%	5%	-2.9%	-0.5%
7) O=C1CC(c2cc(Br)ccc2F)c2cc3c(cc2N1)CCC3 (centres undefined)
  -4%	1.1	-0.46	917	6.3%	5%	-2%	-5%	0.2%	?
8) N#C/C(=N\Nc1ccc([N+](=O)[O-])cc1)C(=N)N1CCOCC1
  /	/	0.42	1384	0.3%	15%	/	-10%	/	-0.3%
9) O=C(OCC1CC(c2ccccn2)=NO1)c1ccc(Br)cc1 (centres undefined)
  12%	1.1	-1.8	1306	2.7%	19%	14%	4%	-0.9%	-0.3%
10) O=C1NN(c2ccccc2)C(=O)/C1=C\c1coc2ccc(O)cc2c1=O
  /	/	-0.31	1081	-1.6%	51%	/	132µM*	/	-0.2%

Reprinted at random: 2 compounds from above.
Values run as follows: human PMI inhibitors	TNAP activation fold	Ins promoter up	Ins promoter up cell count	RSV CPE inhibition	SV40 large T antigen	human PMI inhibition	PhoP inhibition	CSM14.1 death rescue	West Nile antiviral
5) CCOc1ccc(-c2noc(COC)n2)cc1OC
  4%	1.1	0.21	1232	2.7%	-6%	2%	-4%	/	0.4%
4) CN(C)C1=NCC(CSC(=N)N)S1 (centres undefined)
  -8%	0.9	/	/	5.5%	22%	-8%	-2%	-0.2%	-0.6%

(continued)
Values run as follows: human PMI inhibitors	TNAP activation fold	Ins promoter up	Ins promoter up cell count	RSV CPE inhibition	SV40 large T antigen	human PMI inhibition	PhoP inhibition	CSM14.1 death rescue	West Nile antiviral
11) CCOC(=O)C1CCCN(S(=O)(=O)c2cc(Br)cc3c2N(C(C)=O)CC3)C1 (centres undefined)
  /	/	/	/	1.2%	-24%	/	4%	/	0.0%
12) O=C1NC(=Nc2ccccc2)/C(=C/c2ccco2)S1
  19%	1	-0.66	1360	4.6%	28%	12%	32%	1.0%	0.3%
13) O=C(Nc1ccccc1)NC1(C(=O)N2CCN(C(=O)c3ccco3)CC2)CCCCC1
  -1%	1.3	/	/	-0.4%	1%	-3%	0%	-0.2%	-0.1%
14) COc1ccc(-c2csc(NC(=O)c3cc(C)on3)c2C#N)cc1OC
  2%	1.1	-0.63	1229	2.5%	12%	8%	0%	-2.9%	-0.4%
15) COc1ccc2cc(C(N)=O)c(=Nc3ccc(C)cc3)oc2c1
  4%	1.1	-0.88	1242	4.1%	-1%	-3%	4%	/	-0.2%
16) CCOC(=O)Cn1c(-c2ccccn2)nc2ccccc21
  -8%	1.1	0.1	1245	1.7%	9%	-16%	4%	0.7%	0.5%
17) Fc1ccc(-c2csc(-c3ccc(C4SCCS4)cc3)n2)cc1F
  /	/	-0.14	1358	4.3%	14%	/	-8%	/	-0.3%
18) O=[N+]([O-])c1ccccc1/C=N/N1CCN(Cc2ccccc2)CC1
  /	/	/	/	0.6%	25%	/	-1%	/	-1.3%
19) O=C(ON=C1CCN(S(=O)(=O)c2ccccc2)CC1)c1cccc(Cl)c1
  16%	1.1	0.93	1227	4.2%	/	16%	-3%	-1.3%	0.1%
20) CCOC(=O)c1sc(N)c(C#N)c1CSc1nnc(C2CC2)n1N
  6%	1.1	-0.4	1320	?	22%	12%	1%	-1.3%	-0.2%
21) O=S(=O)(c1ccc(Cl)nc1)N1CCN(Cc2ccc3c(c2)OCO3)CC1
  -6%	1.1	-0.22	995	-0.7%	-1%	1%	9%	-3.5%	0.1%
22) COc1ccc(-c2cc3ccc(OCC(C)=O)cc3oc2=O)cc1
  /	/	/	/	11%	4%	/	4%	/	-0.1%
23) CCn1cc(C(=O)N2CCCC(CO)(Cc3ccccc3C)C2)cn1 (centres undefined)
  /	/	/	/	0.3%	10%	/	-9%	/	-0.2%
24) O=S(=O)(NCC1CCCO1)c1ccc(Oc2ccccc2)cc1 (centres undefined)
  4%	1.1	/	/	0.1%	5%	8%	0%	0.9%	-1.5%
25) CC(C)Cn1c(-c2ccc(F)cc2)n[nH]c1=S
  -6%	0.8	-0.26	998	1.5%	-1%	13%	-5%	/	1.0%
26) O=C(NCc1ccc(F)cc1)C1CCN(S(=O)(=O)c2cccnc2)CC1
  /	/	/	/	0.6%	4%	/	4%	/	-0.1%
27) NC(=O)C1=C[C@@H](c2ccccc2)C[C@@H](OCCCCO)O1
  /	/	/	/	1.2%	20%	/	-1%	/	-0.2%
28) COc1ccc(Br)cc1CN1CCCC(C(=O)N2CCCCCC2)C1 (centres undefined)
  2%	1.1	-1.5	1637	1.2%	2%	8%	-12%	3.6%	-0.7%
29) CCCc1nnc(NC(=O)CCC(=O)NCc2ccc(OC)cc2)s1
  /	/	0.74	1130	1.1%	7%	/	-9%	/	0.7%
30) O=C(CCc1nc2ccccc2c(=O)[nH]1)N1CCN(c2ccc(F)cc2)CC1
  5%	1.1	-0.99	1352	0.3%	5%	8%	-11%	0.4%	0.6%
31) CN(C)N=Nc1ccc(-c2cn(Cc3ccccc3)cn2)cc1
  /	/	/	/	5.9%	15%	/	12%	/	-0.3%
32) C/C(=N\NC(=O)CN(c1ccc(C)cc1)S(C)(=O)=O)c1cccs1
  7%	1.1	0.16	1219	0.9%	10%	8%	-9%	0.2%	0.0%
33) c1nc(NCCN2CCOCC2)c2c3c(sc2n1)CCCCC3
  4%	1	-0.14	1190	/	-2%	-6%	5%	0.1%	-0.7%
34) COC(=O)c1ccccc1NC(=O)c1noc2c1CC(C(C)(C)C)CC2 (centres undefined)
  10%	1.1	-0.64	1270	-0.2%	8%	14%	4%	-3.0%	-0.1%
35) O=C1CCCc2c1cc(C(=O)NCc1ccco1)c(=O)n2-c1ccccc1
  -3%	1.2	-0.04	1366	3.3%	7%	0%	8%	-1.5%	0.3%
36) COc1ccc(Br)cc1S(=O)(=O)n1nc(C)cc1C
  /	/	/	/	0.8%	1%	/	8%	/	-2.1%
37) C=CCn1c(SCC(N)=O)nnc1-c1cccc(Br)c1
  1%	1.1	/	/	0.5%	-4%	2%	3%	-1.8%	0.2%
38) Cc1cnc(NC(=O)c2ccncc2)s1
  -2%	1.1	-0.11	1691	1.6%	1%	-3%	2%	-0.9%	0.0%
39) c1ccc2c(c1)oc1c(Nc3ccc4c(c3)OCO4)ncnc12
  -8%	1.1	/	/	3.1%	-2%	-14%	-17%	0.8%	0.1%
40) CC1=C(C#N)C(=O)N(C2CCS(=O)(=O)C2)C(=O)/C1=C\c1ccc(C)o1 (centres undefined)
  /	/	0.18	1454	1.9%	48µM*	/	-44%	/	0.1%
41) O=C(NCc1cccnc1)C1CCN(c2ccc(S(=O)(=O)N3CCOCC3)cc2Cl)CC1
  -5%	1.1	-0.5	1290	7.2%	9%	-2%	-6%	-0.1%	-1.7%
42) COc1ccc(OC)c(-n2nnnc2SCC(=O)Nc2ccccc2N2CCOCC2)c1
  11%	1	0.28	1630	2.7%	17%	1%	-9%	4.0%	-1.1%
43) Cc1ccc(S(=O)(=O)N2CCCC(C(=O)NC3=NCCS3)C2)cc1 (centres undefined)
  10%	1	1	1636	3.9%	-2%	13%	-7%	-1.5%	0.0%
44) O=S(=O)(c1cccc2cccnc12)N(CCO)CCO
  -1%	0.9	-0.5	932	2.2%	7%	-9%	3%	-1.5%	-0.2%
45) O=C(NCc1ccc(Cl)cc1)C1CCCN(c2cnccn2)C1 (centres undefined)
  /	/	/	/	0.3%	4%	/	1%	/	-0.1%
46) CC(NC(=O)c1ccc(C(F)(F)F)cc1)C(c1ccccc1)N1CCOCC1 (centres undefined)
  0%	1.1	-0.94	1427	0.2%	6%	-8%	-5%	-1.0%	-1.7%
47) Cc1oc2ccc(NS(=O)(=O)c3ccccc3)cc2c1C(=O)Nc1ccccc1
  11%	1.1	0.82	1329	4.7%	14%	26%	-7%	-3.3%	-0.7%
48) CCOC(=O)c1ccc(-n2c(CC)nc3ccccc3c2=O)cc1
  7%	1	0.27	1373	5.2%	-3%	-1%	1%	-0.6%	-0.3%
49) Cc1cccc(OCc2nnc(N)s2)c1C
  4%	1.1	-0.51	1559	19%	1%	0%	6%	-0.1%	0.4%
50) CC(NC(=O)c1cccc(S(=O)(=O)N2CCN(C)CC2)c1)C1CC2CCC1C2 (centres undefined)
  -4%	1	-0.34	1159	-0.6%	11%	-9%	3%	1.0%	-1.1%
51) CCOc1ccc(Br)cc1S(=O)(=O)NCCN1CCCC1
  /	/	/	/	2.3%	5%	/	0%	/	-0.4%
52) COCCC(=O)N1CCCC(CCC(=O)NCc2ccc(F)c(F)c2)C1 (centres undefined)
  -21%	1.1	/	/	1.8%	23%	-25%	1%	-1.1%	1.4%
53) COc1ccc(CCNC(=O)c2ccccc2Cl)cc1OC
  -4%	1.1	-0.6	1421	1.0%	/	-4%	/	-0.1%	-0.1%
54) Oc1cccc(/C=N/c2c(-c3ccco3)nc3ccccn23)c1
  46%	1.1	-0.96	1041	-0.6%	23%	18%	8%	-5.2%	-0.2%
55) CC1(C)C2CCC13CS(=O)(=O)N[C@@H]3C2 (some centres undefined)
  10%	1.1	0.71	688	0.5%	2%	19%	-5%	-3.4%	0.3%
56) C=C(C)Cn1cnc2cc(C)c(C)cc21
  -7%	1	-1.4	1251	5.9%	3%	-3%	-8%	0.8%	0.4%
